Salmonella PhoP GFP: PhoP-dependent GFP reporter repression – Salmonella Typhimurium, primary screen (AID 1863); S. Typhimurium PhoP-regulated promoter GFP reporter, 4 h; higher % means a stronger effect; 0.16% of 300,000 active; inhibition, % at 50 µM; hits with a dose series show IC50 in µM;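 active means inhibition over 29.93%, a cutoff 3 SD above the screen mean, later confirmed by dose response; inconclusive means inhibition over 29.93% but no dose response follow-up; inactive means inhibition at most 29.93% or unconfirmed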;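 further: 0% = low Mg2+ inducing control and 100% = high Mg2+ repressing control; strong numbers were not always called active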
KOR beta-arrestin-1: kappa opioid receptor blockers – cell-based, luminescence, uHTS (AID 1778) | KOR beta-arrestin recruitment, luminescence, antagonist mode; higher % means a stronger effect | inhibition, % at 10 µM, or IC50 in µM where a hit was titrated | 0.091% of 290,000 active; further: strong numbers were not always called active
HEK293 NOD2/NF-kB: inhibition of NOD2-driven NF-kB reporter – cell-based, luminescence, uHTS, HEK293 (AID 1566); inhibition, % at 4 µM; hits with a dose series show EC50 in µM; HEK293 NOD2/NF-kB luciferase reporter, luminescence; higher % means a stronger effect; 0.63% of 290,000 active; further: many of its hits are not listed in these tables
Myeloid diff 2: promotes myeloid progenitor differentiation. AID 624256. 1% of 360,000 active. ER-HoxA9 myeloid progenitors, lysozyme-GFP differentiation, flow cytometry. calls only at 10 µM;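 active means normalized GFP-positive differentiation at or above the plate's own cutoff, the solvent-only control mean plus 3 SD; inconclusive means no clear call, values can overlap the other calls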;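 further: cells exposed to compound for four days before flow analysis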
LYP inhibition: PTPN22 lymphoid phosphatase activity blockers – biochemical, fluorescence intensity, uHTS (AID 1779); recombinant LYP phosphatase, fluorescence intensity; higher % means a stronger effect; 0.054% of 290,000 active; one-dose inhibition, % at 11.5 µM; IC50 in µM for titrated hits;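 further: plate controls were vehicle with enzyme for no effect and no enzyme for full effect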
HIV peptide binding: inhibitors of HIV fusion peptide binding, primary screen, biochemical, uHTS, fluorescence dequenching (AID 1986); 0.3% of 290,000 active; cell-free peptide binding, fluorescence dequenching, 30 min; higher % means a stronger effect; inhibition, % at 20 µM; hits with a dose series show IC50 in µM; in the data active means inhibition mostly above about 52%, no sharp cut-off; inactive means mostly below about 76%; further: some results filed as inactive read as strong as hits
NOD1 NF-kB reporter: inhibition of NOD1-driven NF-kB reporter – cell-based, luminescence, uHTS, primary screen (AID 1578) | NOD1-driven NF-kB luciferase reporter cells, luminescence; higher % means a stronger effect | one-dose inhibition, % at 4 µM; EC50 in µM for titrated hits | 1% of 290,000 active; in the data active means inhibition mostly above about 36%, no sharp cut-off; inactive means mostly below about 34%;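 further: HEK-293T reporter cells stimulated with the NOD1 agonist gamma-tri-DAP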
KOR beta-arrestin-2: kappa opioid receptor activators – cell-based, luminescence, uHTS, primary screen (AID 1777) | KOR beta-arrestin recruitment, luminescence; higher % means a stronger effect | one-dose activation, % at 10 µM; EC50 in µM for titrated hits | 0.02% of 280,000 active; in the data active means activation above about 50%, passing the limit was not always enough; further: a part of the inactive calls stands beside numbers as strong as those of hits
Siah-1 displacement: Siah-1 peptide-binding antagonists, primary screen, biochemical, fluorescence polarization, rhodamine-plectin, uHTS (AID 1817); Siah-1 / rhodamine-plectin peptide fluorescence polarization; higher % means a stronger effect; displacement, % at 20 µM, or IC50 in µM where a hit was titrated; 0.02% of 290,000 active;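 active means displacement of at least 50% at 20 µM, with a fluorescence ratio check between 0.3 and a set limit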;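 further: plate controls were Siah plus tracer with DMSO for no effect and tracer alone without Siah for full effect; strong numbers were not always called active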
Myeloid diff 2 GFP+ MAC1+ %: recorded beside Myeloid diff 2, whose call it bears; GFP+ MAC1+ double positive, %; measured here: differentiation confirmed by MAC1 staining
* marks the source's active call; other numbers are inactive results; i = inactive; ? = inconclusive; · = no result given; [ ] = another dose, or the depositor's remark. Unless noted, no stated cut-off is given here; in the data, active means inhibition above about 50%; inactive means the rest.

#1 O=C(NCc1ccc2c(c1)OCO2)C1CC(c2ccc(Cl)c(Cl)c2)=NO1 (stereo not given)
#2 COc1ccccc1NC(=O)Nc1nc(C(C)(C)C)cs1
#3 Cc1ccc(S(=O)(=O)N2CCOCC2)cc1NC(=O)CNC1CCCC1
#4 COc1ccc(CN(C)C(=O)COC(=O)c2ccc3c(c2)OCO3)cc1OC
#5 CC(=O)Nc1ccc(NC(=O)COc2ccc(S(=O)(=O)NC(C)c3ccccc3)cc2)cc1 (stereo not given)
#6 Cc1cc(=O)[nH]c(SCc2cn3ccccc3n2)n1
#7 Cc1nc2c3ccccc3nc(SCC(=O)N3CC(C)CC(C)C3)n2n1 (stereo not given)
#8 CC(C)c1ccc(NC2CCCN(C(=O)CCN3CCCO3)C2)cc1 (stereo not given)

assay / entry	1	2	3	4	5	6	7	8
Salmonella PhoP GFP	-7%	7%	-6%	-4%	-6%	2%	5%	0%
KOR beta-arrestin-1	-16%	16%	-14%	-29%	4%	-5%	-11%	-3%
HEK293 NOD2/NF-kB	-3%	5%	6%	4%	-1%	-12%	34%	3%
Myeloid diff 2	i	i	i	i	i	i	i	i
Myeloid diff 2 GFP+ MAC1+ %	4.9	0.3	0.2	1.1	0.3	0.4	0.5	0.5
LYP inhibition	-10%	-1%	-5%	-7%	0%	-6%	-6%	-6%
HIV peptide binding	1.1%	0.9%	3.6%	0.9%	0.6%	-0.8%	-0.9%	-0.7%
NOD1 NF-kB reporter	3%	-35%	-3%	-4%	-12%	-55%	-2%	3%
KOR beta-arrestin-2	-2.0%	-2.1%	3.0%	24%	-2.9%	-4.1%	0.1%	1.7%
Siah-1 displacement	-3%	0%	4%	1%	3%	2%	1%	-5%

Numbers 2 through 4 from above:
#2 COc1ccccc1NC(=O)Nc1nc(C(C)(C)C)cs1
#3 Cc1ccc(S(=O)(=O)N2CCOCC2)cc1NC(=O)CNC1CCCC1
#4 COc1ccc(CN(C)C(=O)COC(=O)c2ccc3c(c2)OCO3)cc1OC

assay / entry	2	3	4
Salmonella PhoP GFP	7%	-6%	-4%
KOR beta-arrestin-1	16%	-14%	-29%
HEK293 NOD2/NF-kB	5%	6%	4%
Myeloid diff 2	i	i	i
Myeloid diff 2 GFP+ MAC1+ %	0.3	0.2	1.1
LYP inhibition	-1%	-5%	-7%
HIV peptide binding	0.9%	3.6%	0.9%
NOD1 NF-kB reporter	-35%	-3%	-4%
KOR beta-arrestin-2	-2.1%	3.0%	24%
Siah-1 displacement	0%	4%	1%

The results go on.
#9 O=C(O)C1CCN(C(=O)NC2CCCCC2)CC1
#10 CCOc1cc(-c2c(C#N)c(N)nc3c2CCCC3)ccc1O
#11 CC(OC(=O)c1ccncc1)C(=O)Nc1cccc([N+](=O)[O-])c1 (stereo not given)
#12 Cc1nnc(NC(=O)CSC2=NN3CCCC(=O)N=C3S2)s1
#13 CCN(CC)C(=O)Oc1c(Cl)cc(Cl)c2cccnc12
#14 Nc1ccc2c(c1)Oc1ccccc1C=C2
#15 Cc1ccccc1C(=O)Nc1ccnn1C1CCN(C(C)Cc2ccccc2F)CC1 (stereo not given)
#16 Nc1nonc1-n1nnc(C(=O)N/N=C/c2ccccc2Cl)c1COc1ccc(F)cc1

assay / entry	9	10	11	12	13	14	15	16
Salmonella PhoP GFP	8%	-7%	-7%	2%	-3%	8%	4%	·
KOR beta-arrestin-1	-22%	0%	-15%	-5%	-42%[20 µM]	-70%	20%	2%
HEK293 NOD2/NF-kB	7%	16%	10%	16%	14%	3%	24%	20%
Myeloid diff 2	i	i	i	i	?	i	i	i
Myeloid diff 2 GFP+ MAC1+ %	1.0	0.9	0.3	0.4	·	0.5	0.7	0.5
LYP inhibition	2%	-10%	-4%	-6%	-5%	-2%	-9%	6%
HIV peptide binding	5.0%	12%	-1.7%	-1.8%	0.3%	28%	11%	-0.8%
NOD1 NF-kB reporter	-10%	22%	-8%	-32%	-21%	14%	-20%	0%
KOR beta-arrestin-2	2.8%	-0.7%	2.2%	-4.1%	-3.3%	11%	1.5%	-0.4%
Siah-1 displacement	6%	0%	0%	-5%	12%	-7%	3%	-2%

#17 Cc1ccc(C(=O)NCCCc2ccccc2)s1
#18 NC(=O)CC(NC(=O)Cc1ccc(Br)cc1)c1ccc(NC2CCCCCC2)c([N+](=O)[O-])c1 (stereo not given)
#19 COc1nc(NS(=O)(=O)c2ccc(C)cc2)nc(C)c1Cl
#20 O=C(CSC(=S)N1CCCC1)Nc1cc2c(cc1Br)OCCO2
#21 COc1ccc(C2CC(c3ccccc3)=NN2C(=S)Nc2ccccc2)cc1 (stereo not given)
#22 OC(COc1ccccc1F)CN1CCC(Cc2ccccc2)CC1 (stereo not given)
#23 Nc1cc2c(cc1O)CCCC2
#24 Cc1cccc2cc(C(c3nnnn3CC3CCCO3)N3CCc4ccccc4C3)c(=O)[nH]c12 (stereo not given)

assay / entry	17	18	19	20	21	22	23	24
Salmonella PhoP GFP	0%	0%	6%	-4%	1%	4%	-9%	-7%
KOR beta-arrestin-1	-3%	14%	4%	15%	-16%	8%	-22%	-10%
HEK293 NOD2/NF-kB	-54%	-83%	2%	4%	-20%	0%	16%	-4%
Myeloid diff 2	i	i	i	i	i	i	i	·
Myeloid diff 2 GFP+ MAC1+ %	1.8	0.6	0.9	5.0	0.4	0.1	0.6	·
LYP inhibition	0%	6%	-3%	2%	8%	-7%	-9%	-4%
HIV peptide binding	3.3%	3.9%	1.5%	0.7%	0.1%	1.8%	4.7%	3.2%
NOD1 NF-kB reporter	-2%	-3%	-10%	-30%	-27%	-36%	18%	-17%
KOR beta-arrestin-2	15%	2.2%	-2.0%	0.4%	5.3%	-3.7%	1.3%	4.3%
Siah-1 displacement	-6%	3%	-1%	1%	6%	2%	-3%	-1%

#25 COc1cc2c(cc1OC)C(C)N(Cc1ccc3c(c1)OCO3)CC2 (stereo not given)
#26 CCN1CCN(c2cc(C)c3cc(NC(=O)Cc4ccc(OC)c(OC)c4)ccc3n2)CC1
#27 COC(CNC(=O)c1cn(C)c2ccc(S(=O)(=O)N3CCOCC3)cc2c1=O)OC
#28 Cc1cccc(NC(=O)C2CCN(S(=O)(=O)c3cccc4cccnc34)CC2)n1
#29 Cc1ccc(C(=O)Nc2ccc3c(c2)OCO3)o1
#30 O=C(O)CCCC(=O)Nc1ccc(Br)cc1C(=O)O
#31 COc1ccc(N2CC(C(=O)OCC(=O)Nc3cccc(C)c3C)CC2=O)cc1 (stereo not given)
#32 CCOc1ccc(NS(=O)(=O)c2c(C)nc3sccn3c2=O)cc1

assay / entry	25	26	27	28	29	30	31	32
Salmonella PhoP GFP	-1%	-6%	-7%	7%	34%	1%	-4%	·
KOR beta-arrestin-1	4%	21%	30%	-16%	-6%	-16%	3%	33%[20 µM]
HEK293 NOD2/NF-kB	-12%	11%	6%	12%	-53%	15%	5%	7%
Myeloid diff 2	i	i	i	i	i	i	i	i
Myeloid diff 2 GFP+ MAC1+ %	2.3	3.9	1.8	1.6	0.5	1.0	2.3	0.9
LYP inhibition	-3%	-4%	-6%	-8%	0%	-3%	-2%	0%
HIV peptide binding	-1.5%	-2.4%	1.3%	-4.7%	-0.3%	3.1%	2.0%	0.0%
NOD1 NF-kB reporter	-10%	-25%	-20%	-9%	-22%	23%	-16%	-13%
KOR beta-arrestin-2	-4.8%	-5.8%	-6.3%	-2.7%	1.1%	-0.3%	0.7%	-5.2%
Siah-1 displacement	-1%	1%	3%	4%	2%	-3%	0%	5%

#33 COc1cccc(-n2cc(CNCc3cn(C)nc3-c3ccccc3F)cn2)c1
#34 N/C(=N\OC(=O)/C=C/c1ccccc1)c1cccnc1
#35 Cc1ccccc1Nc1nc(N)nc(CN2CCN(c3ccccn3)CC2)n1
#36 O=C1c2ccccc2C(=O)c2c(Nc3ccc(CCO)cc3)ccc(O)c21
#37 CCOC(=O)CC1(NC(=O)C2CCC(=O)N(CCc3ccccc3)C2)CCCCC1 (stereo not given)
#38 CC(=O)c1ccc(OCCCC(=O)NCC(c2ccco2)N(C)C)cc1 (stereo not given)
#39 CCOCC(=O)Nc1c(C(=O)Nc2ccc3c(c2)OCO3)oc2ccccc12
#40 Cc1ccc(C)c(C(=O)COc2ccc(C)nc2[N+](=O)[O-])c1

assay / entry	33	34	35	36	37	38	39	40
Salmonella PhoP GFP	-4%	-2%	6%	-1%	-8%	6%	-4%	-1%
KOR beta-arrestin-1	-38%	-18%[20 µM]	33%	-52%	-20%	-9%	-31%	10%
HEK293 NOD2/NF-kB	29%	-21%	-3%	26%	0%	9%	-46%	10%
Myeloid diff 2	i	i	i	i	i	i	i	i
Myeloid diff 2 GFP+ MAC1+ %	1.3	0.6	0.9	0.9	7.2	1.2	0.0	0.5
LYP inhibition	-5%	-2%	-7%	-2%	-11%	-5%	-3%	-5%
HIV peptide binding	1.6%	0.7%	-0.2%	-4.7%	-0.3%	5.7%	0.0%	-2.5%
NOD1 NF-kB reporter	-26%	-41%	-1%	-1%	-34%	-20%	-60%	-4%
KOR beta-arrestin-2	-2.3%	0.0%	-1.9%	2.2%	-1.0%	2.2%	-1.7%	1.5%
Siah-1 displacement	-2%	20%	-5%	-4%	11%	-1%	1%	0%

#41 Cc1nc2nc[nH]n2c(=O)c1NC(=O)c1cccc(OCC(C)C)c1
#42 O=C(CN1CCN(c2ncccn2)CC1)NCCC1=CCCCC1
#43 O=C(OCc1ccc(Cl)c(Cl)c1)c1ccc[nH]1
#44 Cc1cc(Cl)c(S(=O)(=O)NCCC(=O)O)cc1OCC(N)=O
#45 Cc1cc(C(=O)N2CCC(C)CC2)on1
#46 Cc1ccccc1Sc1c(C#N)c(-c2ccccc2)nn1C
#47 NC(=O)c1ccc(/C(N)=N/S(=O)(=O)c2cc(C(F)(F)F)cc(C(F)(F)F)c2)cc1
#48 N#C/C(=C/c1ccccc1[N+](=O)[O-])C(=O)NCc1ccco1
#49 COc1cc(N=C2C(=O)N3CCCc4cccc2c43)cc(OC)c1
#50 CCC(C)NC(=O)CSc1nnc(-c2ccc(Cl)cc2)n1N (stereo not given)
#51 Cc1nc2ccccn2c1-c1csc(Nc2cccc(O)c2)n1

assay / entry	41	42	43	44	45	46	47	48	49	50	51
Salmonella PhoP GFP	-3%	-6%	-3%	-4%	-8%	-7%	-13%	8%	3%	-7%	14%
KOR beta-arrestin-1	0%	-22%	-53%	25%	-38%	-19%	-10%	-7%	·	14%	-256%[20 µM]
HEK293 NOD2/NF-kB	12%	8%	-74%	-5%	21%	11%	3%	-4%	8%	-3%	-54%
Myeloid diff 2	i	i	i	i	i	i	i	i	i	i	·
Myeloid diff 2 GFP+ MAC1+ %	0.6	5.9	2.3	2.1	0.4	5.1	0.5	1.6	0.1	0.6	·
LYP inhibition	1%	4%	-3%	-5%	-7%	-2%	-3%	-3%	3%	-6%	-2%
HIV peptide binding	-1.8%	2.7%	0.9%	-0.1%	0.1%	-1.7%	-1.0%	16%	0.0%	0.4%	-0.3%
NOD1 NF-kB reporter	-12%	-24%	-39%	-24%	-12%	1%	-3%	-16%	-43%	-16%	-19%
KOR beta-arrestin-2	5.5%	5.6%	-0.7%	-1.0%	8.6%	7.4%	1.9%	-1.0%	-1.2%	-1.6%	·
Siah-1 displacement	-3%	7%	0%	0%	-2%	-2%	0%	3%	0%	-5%	-4%

Screening results as filed in PubChem.

This is a subset; the hit share may differ from the screen's.
